Bioassay records (PubChem BioAssay)
GalR3 antag: human GalR3 antagonism; inhibition, % at 3 µM; HEK293 GalR3-CNG cAMP membrane potential fluorescence; galR3 body fused to GalR1 C-terminus; 360,000 compounds, 0.44% hits; O60755;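 active = inhibition above the screen-wide average plus 3 SD, cut at about 13% in these data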;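 also: forskolin and galanin both at EC90 stimulate the cells; cAMP rise reported by CNG channel membrane potential dye signal; 0% = forskolin plus galanin with DMSO and 100% = forskolin alone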
PHOSPHO1 inh: blocks human PHOSPHO1 phosphatase activity; Q8TCT1; recombinant PHOSPHO1, absorbance phosphatase assay; inhibition, % at 13.3 µM; 290,000 compounds, 1.1% hits; in the data active = inhibition above about 60%
MEKK3 PB1 HTS: raises or lowers MEK5 binding to the human MEKK3 PB1 domain; Q99759; bead-based flow cytometry, Alexa488-MEK5 binding to MEKK3; actives lie on both sides; 0 = blocked by unlabeled MEK5, 100 = vehicle; binding response (% of control), % at 10 µM; 290,000 compounds, 1.4% hits;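 active = binding response more than 3 SD above or below the average of its plate-row segment, actives on both sides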;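 also: Alexa488 bead fluorescence after subtracting the streptavidin-only scavenger bead signal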
M4 PAM: CHRM4 positive allosteric modulation. P08173. CHO-K1 hM4/Gqi5, Fluo-8 calcium fluorescence, ACh EC20; 0% = ACh EC20, 100% = maximal ACh. activation, % at 3 µM. 360,000 compounds, 0.4% hits;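 active = activation above its plate's cutoff, the mean activation of sample wells plus 3 SD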; also: some results filed as inactive read as strong as hits
IDE cell inh: inhibitors of human insulin-degrading enzyme in cells; inhibition, % at 5.59 µM; 320,000 compounds, 0.41% hits; AID 434962; HEK cells, FAbetaB cleavage, fluorescence polarization;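 active = percent inhibition above the average of all tested compounds plus 3 SD, set per screening campaign, cut at about 16% in these data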;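 also: IDE supplied by intact live HEK cells; FP after avidin binding of uncleaved biotin substrate so inhibition keeps polarization high; 0% = DMSO wells and 100% = 60 µM reference IDE inhibitor Ii1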
CRFBP-R2 agonist: agonists of human CRF-binding protein/CRF-R2 receptor complex; activation, % at 13.2 µM; AID 588473; 350,000 compounds, 0.46% hits; HEK293 CRF-R2/CRF-BP, calcium dye fluorescence (FLIPR); percent of saturating CRF peptide response;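 active = activation of at least 50%, plus an integration ratio under a set limit after plate pattern correction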;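 also: plate controls were neutral control wells without compound for no effect and CRF at EC100 for full effect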
CRFR2-BP antag: blocks CRF-induced signaling of the CRF-BP/CRF-R2 complex; inhibition, % at 11.8 µM; HEK293 CRF-R2/CRF-BP, CRF-induced calcium fluorescence; AID 588475; 350,000 compounds, 0.59% hits;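 active = inhibition of the ligand-induced calcium signal above about 50% at the single tested concentration, limit read from the data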
pCIP destab: lowers stability of the mouse p/CIP coactivator protein | F442A p/CIP-EGFP cells, EGFP fluorescence, 16 h | 290,000 compounds, 0.01% hits | decrease of EGFP signal, % at 10 µM | AID 1984;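 active = EGFP signal decrease of at least 30% at 10 µM or well 3 SD below plate mean, unless failing retest; inactive = the rest, including hits failing retest or dose response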; also: some compounds called inactive have numbers as strong as hits; many of its hits are not listed in these tables
Target sequence (Q05BA5 1-1403): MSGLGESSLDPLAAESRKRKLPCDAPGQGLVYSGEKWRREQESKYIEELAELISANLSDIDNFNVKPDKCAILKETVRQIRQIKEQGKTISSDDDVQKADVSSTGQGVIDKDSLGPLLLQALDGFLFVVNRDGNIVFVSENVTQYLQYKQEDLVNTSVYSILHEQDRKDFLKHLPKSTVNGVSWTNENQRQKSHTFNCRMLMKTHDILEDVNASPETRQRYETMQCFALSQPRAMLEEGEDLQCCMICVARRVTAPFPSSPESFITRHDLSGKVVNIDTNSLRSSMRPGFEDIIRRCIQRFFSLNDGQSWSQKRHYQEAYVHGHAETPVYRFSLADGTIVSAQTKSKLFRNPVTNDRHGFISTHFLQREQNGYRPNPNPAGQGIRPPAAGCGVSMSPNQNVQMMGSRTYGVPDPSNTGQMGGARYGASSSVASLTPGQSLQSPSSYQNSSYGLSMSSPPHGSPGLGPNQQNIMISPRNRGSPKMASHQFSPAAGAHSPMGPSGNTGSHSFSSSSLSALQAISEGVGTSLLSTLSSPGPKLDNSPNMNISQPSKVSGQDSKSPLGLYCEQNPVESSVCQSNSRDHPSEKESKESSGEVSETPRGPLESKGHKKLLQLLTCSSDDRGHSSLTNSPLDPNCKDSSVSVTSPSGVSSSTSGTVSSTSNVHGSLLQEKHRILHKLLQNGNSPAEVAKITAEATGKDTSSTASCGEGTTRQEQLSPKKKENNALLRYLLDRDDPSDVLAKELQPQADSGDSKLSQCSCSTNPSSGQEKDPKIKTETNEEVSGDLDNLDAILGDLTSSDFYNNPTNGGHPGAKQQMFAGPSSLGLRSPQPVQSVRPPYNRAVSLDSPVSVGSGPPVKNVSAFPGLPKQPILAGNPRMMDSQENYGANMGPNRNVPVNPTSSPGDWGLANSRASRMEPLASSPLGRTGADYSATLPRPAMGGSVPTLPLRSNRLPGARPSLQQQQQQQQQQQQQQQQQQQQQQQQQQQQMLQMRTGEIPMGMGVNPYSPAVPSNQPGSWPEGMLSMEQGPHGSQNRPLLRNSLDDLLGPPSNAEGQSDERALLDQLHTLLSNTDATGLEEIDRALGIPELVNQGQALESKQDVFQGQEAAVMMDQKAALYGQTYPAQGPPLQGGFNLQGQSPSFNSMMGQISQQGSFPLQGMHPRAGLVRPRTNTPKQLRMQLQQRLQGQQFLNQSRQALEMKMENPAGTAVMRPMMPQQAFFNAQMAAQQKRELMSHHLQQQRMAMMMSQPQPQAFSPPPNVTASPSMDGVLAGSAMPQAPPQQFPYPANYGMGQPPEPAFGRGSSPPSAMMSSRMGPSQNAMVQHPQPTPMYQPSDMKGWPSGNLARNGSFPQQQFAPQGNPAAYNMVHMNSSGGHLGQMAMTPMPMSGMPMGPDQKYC
IDE cell activ: IDE (human) activation, cell-based; P14735; HEK cells, FAbeta-B cleavage, fluorescence polarization; 0% vehicle, 100% cell-free pure enzyme wells; activation, % at 5.96 µM; 340,000 compounds, 0.073% hits; AID 493087;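 active = activation above the mean of all tested compounds plus 3 SD, set per screening campaign, cut at about 17% in these data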
An asterisk follows results filed as active; . = not tested or not shown.

entry	canonical_smiles	IDE cell activ	MEKK3 PB1 HTS	GalR3 antag	PHOSPHO1 inh	pCIP destab
1	O=C(O)CC(Cc1ccccc1)C(=O)Nc1ccc([N+](=O)[O-])cc1 (stereo unspecified)	-1	128*	-3	-12	8
2	O=C(CN1C(=O)NC2(CCCC2)C1=O)NC(c1ccccc1)c1ccccc1	6	.	-5	.	.
3	Fc1ccccc1OCCn1c(=S)[nH]c2ccccc21	-9	110	-2	-120	3
4	Cc1cc([N+](=O)[O-])nn1CC(=O)NCCCn1ccnc1	6	100	-5	24	-19
5	CCc1ccccc1NC(=O)CN1CCN(C(=O)C(C)NC(=O)c2ccc(Cl)cc2)CC1 (stereo unspecified)	-1	.	7	.	.
6	Cc1ccc(N2C(N)=C(C#N)C(c3cccs3)C3=C2CC(C)(C)CC3=O)cc1 (stereo unspecified)	-9	99	-3	22	-15
7	O=C(NCc1ccccc1Cl)c1cnc2n(c1=O)CCS2	5	110	-1	3	-20
8	Cc1cc(=O)[nH]c2c(C)cc(S(=O)(=O)NCc3ccccc3)cc12	4	96	1	43	-1
9	COCc1nnc(NC(=O)C2CC(=O)N(C3CCCCC3)C2)s1 (stereo unspecified)	2	99	3	36	6
10	C=CCc1cccc2cc(C(=O)NCc3ccc(C(=O)OCC)o3)c(=O)oc12	2	95	0	6	-3
11	NC(=O)c1ccc(NC(=O)COC(=O)c2cc([N+](=O)[O-])ccc2N2CCOCC2)cc1	-2	.	-7	.	.
12	COc1ccc(C(=O)Nc2ccc3nc4n(c(=O)c3c2)CCCC4)cc1[N+](=O)[O-]	.	87	.	-12	2
13	COc1ccc(NC(=O)c2sccc2OS(=O)(=O)N(C)C)cc1	1	104	-5	44	4
14	Cc1nnc(NC(=O)Cc2cccs2)s1	4	106	0	-8	-3
15	O=C(Cc1ccc(F)cc1)Nc1ccc(F)c([N+](=O)[O-])c1	3	103	-1	10	3

entry	CRFR2-BP antag	IDE cell inh	CRFBP-R2 agonist	M4 PAM
1	25	1	-1.8	1
2	0	-1	-1.6	-1
3	-11	0	-0.7	-6
4	-5	-4	-0.1	1
5	3	.	-2.0	10
6	-21	0	-0.8	9
7	-6	4	2.3	3
8	-8	-3	-0.2	2
9	10	-7	-1.5	1
10	-2	4	-1.1	5
11	1	0	0.5	2
12	.	5	.	.
13	11	-6	0.0	17
14	-24	3	1.3	0
15	10	0	0.9	-2

Next results.
entry	canonical_smiles	IDE cell activ	MEKK3 PB1 HTS	GalR3 antag	PHOSPHO1 inh	pCIP destab
16	CCOC(=O)c1cc2n(c1/N=C/N(C)C)-c1ccccc1C2=O	-13	95	-6	16	-3
17	CCn1c(C)nc2cc(S(=O)(=O)N3CCCCC3)ccc21	5	108	-1	-18	3
18	O=C(Cn1nc(-c2ccccc2)ccc1=O)NCc1ccc(F)cc1	-3	102	-3	7	4
19	COC(=O)Oc1ccc(/C=N/NC(=O)CN(c2ccccc2Br)S(C)(=O)=O)cc1OC	-5	.	11	.	.
20	Oc1ccc2c(c1)c1c3n2CCNC3CCC1 (stereo unspecified)	4	96	.	2	-12
21	COc1ccc2[nH]c(=O)c(C(c3nnnn3C3CCCC3)N3CCN(Cc4ccc5c(c4)OCO5)CC3)cc2c1 (stereo unspecified)	0	95	-5	-12	-4
22	CN1CCN(c2nnc(-c3ccccc3)c(-c3ccccc3)n2)CC1	.	106	5	7	-18
23	CCCOc1ccc(-c2c(=O)n(O)c3ccccc3[n+]2[O-])cc1	-4	100	-3	8	2
24	CCOC(=O)C1=C(c2ccccc2)NC(=O)NC1c1ccc(O)c(Cl)c1 (stereo unspecified)	2	100	-7	19	5
25	CCOC(=O)Cc1csc(NC(=O)CSc2nnc(-n3nc(C)cc3C)c3ccccc23)n1	-6	101	-4	1	7
26	COc1ccc(OC)c(S(=O)(=O)Nc2cc3c4c(c2)CCC(=O)N4CCC3)c1	-5	.	-3	.	.
27	O=C(NC1CCCC1)c1ccc(COCC(F)(F)F)o1	6	110	0	-10	-13
28	COc1cc(-c2noc(CCC(N)=O)n2)cc(OC)c1OC	.	120	0	5	-2
29	O=C(Cn1cc(-c2nnnn2-c2ccc(Cl)cc2)c(=O)c2ccccc21)c1ccccc1	0	104	-3	11	5
30	Cc1ccccc1NC(=O)CSc1nc(COc2ccccc2)nc2ccccc12	3	96	-3	-6	-2

entry	CRFR2-BP antag	IDE cell inh	CRFBP-R2 agonist	M4 PAM
16	-24	16	31	24
17	-12	7	0.6	-9
18	-6	4	-0.6	-2
19	0	5	0.3	-11
20	22	8	1.1	6
21	-2	3	1.6	4
22	5	3	-1.9	-7
23	7	-3	-0.8	-5
24	-1	3	-0.1	-4
25	9	3	-1.3	10
26	1	2	-3.0	4
27	12	0	0.1	2
28	.	.	.	.
29	-16	-1	0.2	-3
30	31	0	-0.9	-5

Continuation.
entry	canonical_smiles	IDE cell activ	MEKK3 PB1 HTS	GalR3 antag	PHOSPHO1 inh	pCIP destab
31	O=c1cc2c(nn1Cc1ccc(F)cc1)-c1ccccc1CC2	2	91	-10	46	-8
32	CC(C)N(c1ccccc1)c1ccc(NC(=O)CCl)cc1	-2	102	-8	40	16
33	O=[N+]([O-])c1ccccc1S(=O)(=O)n1cnc2ccccc21	.	97	0	-3	2
34	OC(COc1ccc2ccccc2c1)CN1CCN(c2ccc(F)cc2)CC1 (stereo unspecified)	1	108	-2	2	-15
35	O=C(CSc1nc2ccccc2c(=O)n1-c1ccc(F)cc1)Nc1ccc(N2CCOCC2)cc1	-1	93	0	-1	-6
36	CC(=O)C1=C(C)NC(SCC(=O)c2ccc(F)cc2)=C(C#N)C1c1ccco1 (stereo unspecified)	3	89	-2	43	-23
37	O=C(CSc1ccc(-c2ccc(-n3cccn3)cc2)nn1)Nc1ccc([N+](=O)[O-])cc1	4	.	-4	.	.
38	Nc1c(C(=O)c2ccccc2)sc2c1c(=O)[nH]c(=O)n2-c1ccccc1	6	102	-5	-6	-12
39	COc1ccc(/C(=N\O)c2nccc3cc(OC)c(OC)cc23)cc1OC	1	53	1	11	1
40	CC(=O)Nc1ccc(S(=O)(=O)Nc2ccccc2N2CCOCC2)cc1	7	.	-5	.	.
41	CCOC(=O)[C@H]1[C@H]2COc3cc(OC)ccc3[C@@H]2N2C(=O)c3cc(F)ccc3NC(=O)[C@@]12C	0	.	-1	.	.
42	COc1ccc(CC(=O)N/N=C/c2cc([N+](=O)[O-])cc(Br)c2O)cc1	3	107	-9	31	-11
43	Cc1onc(-c2ccccc2)c1C(=O)N/N=C(\N)COc1ccc(Cl)cc1	1	97	-6	11	-10
44	COc1cc(C(=O)NC2CC3CCCC(C2)N3Cc2ccccc2)cc(OC)c1OC (stereo unspecified)	7	106	-12	26	-17
45	COc1cc(OC)c(C(=O)OC(C)C(=O)Nc2cccc(C(F)(F)F)c2)cc1OC (stereo unspecified)	-3	102	-3	-11	6

entry	CRFR2-BP antag	IDE cell inh	CRFBP-R2 agonist	M4 PAM
31	14	-1	-3.0	0
32	-16	8	-2.5	-8
33	16	0	-2.0	9
34	5	1	1.0	6
35	12	-2	1.9	2
36	-4	0	0.7	18*
37	8	0	-0.9	-18
38	-3	-1	-1.3	-2
39	-10	-1	0.0	-8
40	0	4	-1.0	3
41	-11	-2	-0.4	-7
42	40	-1	-0.6	0
43	-3	2	-0.9	12
44	-19	-2	2.4	-2
45	-3	2	-2.5	5

The closing 6 records of the section above open the next one:
entry	canonical_smiles	IDE cell activ	MEKK3 PB1 HTS	GalR3 antag	PHOSPHO1 inh	pCIP destab
40	CC(=O)Nc1ccc(S(=O)(=O)Nc2ccccc2N2CCOCC2)cc1	7	.	-5	.	.
41	CCOC(=O)[C@H]1[C@H]2COc3cc(OC)ccc3[C@@H]2N2C(=O)c3cc(F)ccc3NC(=O)[C@@]12C	0	.	-1	.	.
42	COc1ccc(CC(=O)N/N=C/c2cc([N+](=O)[O-])cc(Br)c2O)cc1	3	107	-9	31	-11
43	Cc1onc(-c2ccccc2)c1C(=O)N/N=C(\N)COc1ccc(Cl)cc1	1	97	-6	11	-10
44	COc1cc(C(=O)NC2CC3CCCC(C2)N3Cc2ccccc2)cc(OC)c1OC (stereo unspecified)	7	106	-12	26	-17
45	COc1cc(OC)c(C(=O)OC(C)C(=O)Nc2cccc(C(F)(F)F)c2)cc1OC (stereo unspecified)	-3	102	-3	-11	6
46	Cc1ccc2c(COC(=O)c3ccccc3Br)cc(=O)oc2c1	0	97	-6	35	-26
47	COc1ccc(CCNC(=O)CNCC2CCCO2)cc1OC (stereo unspecified)	-1	97	0	22	-4
48	COc1ccc(NC(C)=O)cc1NC(C)C(=O)Nc1ccccc1F (stereo unspecified)	4	100	0	-5	-7
49	COc1ccccc1NC(=O)C(C)OC(=O)CCCc1c[nH]c2ccccc12 (stereo unspecified)	7	.	-4	.	.
50	OCCN1CCN(C(=S)Nc2ccc(Oc3ccccc3)cc2)CC1	1	100	-6	23	1
51	CC(=O)C(C)n1c(CN(C)Cc2ccccc2)nc2c1c(=O)n(C)c(=O)n2C (stereo unspecified)	1	103	-4	45	-21
52	O=Cc1ccc(N2CCCC2)o1	5	104	-3	-29	-5
53	CC(=O)c1ccc(N2CCN(C(=O)COc3ccc4c(c3)CCC4)CC2)cc1	3	104	-5	41	-10
54	CCOC(=O)c1c(C)oc2cc(Br)c(OC)cc12	3	100	-5	-10	-16
55	CCOC(=O)CCNCc1ccc(OC)c(OC)c1	6	89	-5	20	12
56	COc1cccc(C(=O)Nc2cc(C(=O)NCc3ccc(C)cc3)ccc2N2CCC3(CC2)CC(c2ccccc2)=NO3)c1	3	94	-5	21	3
57	COc1cc2c(cc1OC)C(c1cccc([N+](=O)[O-])c1)N(C(=O)c1ccc(F)cc1)CC2 (stereo unspecified)	0	93	-7	50	-19
58	COC(=O)c1cc(=O)n(CCc2ccccc2)c(=Nc2ccc(F)cc2)s1	2	101	.	6	-3
59	O=C(NCc1ccccc1)c1ccccc1C(=O)c1ncc[nH]1	7	99	1	56	-9
60	Cc1c(C(=O)N2CCCC2)c(S(=O)(=O)N2CCCCC2)c(C)n1C	4	98	3	48	2
61	O=C(NNC1=NCCCCC1)Nc1ccc(Cl)cc1	3	97	-6	8	-16

entry	CRFR2-BP antag	IDE cell inh	CRFBP-R2 agonist	M4 PAM
40	0	4	-1.0	3
41	-11	-2	-0.4	-7
42	40	-1	-0.6	0
43	-3	2	-0.9	12
44	-19	-2	2.4	-2
45	-3	2	-2.5	5
46	-7	0	0.8	-6
47	-1	-4	0.5	6
48	7	-3	-0.6	-5
49	5	-1	0.1	1
50	-6	-1	4.0	-7
51	0	-3	-1.5	-2
52	-7	-5	-1.1	-3
53	2	-2	-0.8	-10
54	10	2	-0.6	-1
55	-5	3	3.9	-8
56	0	-8	0.0	2
57	-7	4	-0.2	6
58	24	2	2.1	0
59	14	1	1.5	1
60	6	2	-1.6	4
61	-3	0	2.6	-15
